p53 reactivator: mutant p53 re-activation in reporter cells; H1299 p53-A138V BP100-luciferase reporter, luminescence, 24 h; Potency, µM (titrated, usually from 92.2 µM), inactives show at the top dose activity change, positive = activation, usual class: activators; 320,000 compounds, 0.063% hits; AID 504706; also: potency is read from the fitted curve at half-maximal effect; % of control where 0% means no effect; nearly all actives have a fitted effect of over 45% in size
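H1299 (p53-null), stable ts p53-A138V + BP100-Luc; 1000 cells/well, Opti-MEM/10% FBS; cpd 4 pt, 1:5; 24 h, 37 deg C, 5% CO2; detection reagent 10 min RT; luminescence.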
PTAP TSG101 blk: blocks PTAP/TSG101 interaction to inhibit HIV-1 budding. Q99816. Fluorescence polarization, FITC-PTAP peptide / Tsg101 binding. Potency, µM (top dose mostly 115 µM), inactives show at the top dose activity change, negative = inhibition, hits mostly inhibitors. 340,000 tested, under 10 active; active = well fitted inhibition curve with a large enough effect in the main read-out, with a control signal flat, not every such curve was filed as active; inconclusive = small, poorly fitted or top-dose-only effect, or effect the other way, or a change in a side signal; inactive = no such curve, though single readings can be large or run the other way; also: potency is read from the fitted curve at half-maximal effect; % of control where 0% means no effect
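Fluorescence anisotropy tracks displacement of a FITC-tagged PTAP peptide (50 nM) from the Tsg101 binding domain (10 uM), following a 20 min room-temperature incubation at pH 7.5.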
TRPV1 agonist: activates the human vanilloid receptor TRPV1; 320,000 compounds, 0.19% hits; Q8NER1; activation, % at 8.33 µM; TRPV1-expressing cells, Fluo-8 calcium influx, agonist mode; in the data active = activation above about 80%; inconclusive = between about 30% and that limit; also: 0% is about no effect
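Cells expressing TRPV1 were dye-loaded with Fluo-8 and read kinetically: 10 s baseline, 3 min after compound (agonist portion), then 2 min after EC20 capsaicin (allosteric enhancer portion). Calcium-bound dye fluorescence at 480/520 nm.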
BRCA1 expr up: activators of BRCA1 expression | MCF7-BRCA1-FFLuc reporter, luminescence, 48 h; response scale: scaled: vehicle 0%, 10 µM genistein 100% | Potency, µM (top dose mostly 46.1 µM), inactives show at the top dose activation, most hits filed as activators | 380,000 compounds, 1.1% hits; also: potency is read from the fitted curve at half-maximal effect; nearly all actives have a fitted effect of over 80% in size; some results filed as inactive show a strong effect at the top dose
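Reporter cells (MCF7, BRCA1 promoter-firefly luciferase) received library compounds across a concentration series for 48 h. End-point luminescence was measured and concentration-effect curves derived after normalization.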
Integrin act MD: activators of alpha7 integrin expression for muscular dystrophy. alpha7betagal myoblasts, beta-gal FDG fluorescence, 48 h. Potency, µM (doses to about 38.3 µM), for inactives: at the top dose activation, hits mostly activators. 350,000 compounds, 0.064% hits. AID 624291;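 also: potency is read from the fitted curve at half-maximal effect; 100% = response of the positive control SU9516; nearly all actives have a fitted effect of over 60% in size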
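alpha7betagal+/- myoblasts (passage 13, 250/well) treated 48 h at 37C with compounds at 1:260 dilution of DMSO stock. Lysed, then beta-galactosidase activity read as FDG fluorescence (ex 480/em 540) after 30 min, with pre-read for autofluorescence.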
TCR act: activates T cell receptor signaling | primary human leukocytes, anti-CD3, IL-2 HTRF, 48 h | 330,000 tested, under 10 active | Potency, µM (top dose mostly 9.22 µM), inactives show at the highest dose activation of IL-2 secretion, usual class: activators; also: % of control where 0% means no effect
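Human primary leukocytes + a-CD3 beads + cpd, 48 hr; IL-2 in supernatant by HTRF (ex 320nm / em 665nm). No co-stimulatory signal supplied.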
MLL CXXC-DNA inh: blocks binding of human MLL CXXC domain to DNA | Potency, µM (doses to about 115 µM), inactives show at the highest dose activity change, negative = inhibition, actives largely listed as inhibitors | MLL-CXXC / FITC-HOXA9 DNA fluorescence polarization | AID 2662 | Q03164 | 290,000 compounds, 0.037% hits; active = well fitted inhibition curve with a large enough effect in the polarisation, with a control signal flat, not every such curve was filed as active; inconclusive = small, poorly fitted or top-dose-only effect, or effect the other way, or a change in a side signal; inactive = no such curve, though single readings can be large or run the other way; the % refers to the polarisation; also: potency is read from the fitted curve at half-maximal effect
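Steps: dispense CXXC domain solution (7 uM) → pin compounds or unlabeled HOX-A9 DNA control → 5 min ambient → add FLSN-HOX-A9 solution (50 nM) → spin → 30 min ambient → fluorescence polarization. Tris pH 7.5/NaCl/DTT/BSA buffer.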
AT treatment: potential ataxia-telangiectasia treatment. […] A-T fibroblasts, KAP-1 phosphorylation AlphaLISA; neocarzinostatin DNA damage 30 min before lysis. Potency, µM (doses to about 57.5 µM), for inactives: at the highest dose activation, hits mostly activators. 320,000 compounds, 0.19% hits; also: potency is read from the fitted curve at half-maximal effect; % of control where 0% means no effect; nearly all actives have a fitted effect of over 45% in size
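hTERT-immortalized A-T patient fibroblasts ([…]), 500 cells/well in OPTI-MEM, 1% FBS, got compounds for 60 min, then NCS for 30 min at 37C. Lysates were then assayed for phospho-KAP-1 by AlphaLISA (anti-pKAP1 donor, anti-KAP1 acceptor beads), 6 hr at 25C.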
B2AR arrestin: recruits beta-arrestin to the human beta2-adrenergic receptor | 330,000 compounds, 0.02% hits | Potency, µM (doses to about 46.1 µM), without a hit: top-dose activation, usual class: activators | beta-arrestin recruitment to beta2AR, cell-based reporter;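 also: potency is read from the fitted curve at half-maximal effect; 0% = DMSO controls and full agonism = EC100 isoproterenol or metaproterenol; nearly all actives have a fitted effect of over 65% in size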
ELG1 DNA repair: blocks ELG1-dependent DNA repair in HEK293T cells. HEK293T ELG1-luciferase reporter, luminescence, 16 h; DNA damage induced by 5-fluorouridine. Potency, µM (doses to about 46.1 µM), for inactives: top-dose activity change, negative = inhibition, most hits filed as inhibitors. 330,000 compounds, 2.3% hits. AID 504467; also: potency is read from the fitted curve at half-maximal effect; % is scaled to controls: 0 for no effect and ±100 for the full control effect; nearly all actives have a fitted effect of over 55% in size
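HEK293T cells expressing luciferase-tagged ELG1 (2,000/well) received 5-Fluorouridine plus compound or DMSO for 16 hr at 37 °C. Luciferase was read by ONE-Glo luminescence after 30 min at room temperature.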
The depositor's hits bear a star; ? = inconclusive; · = not tested or not shown; [ ] = another dose, or the depositor's remark. Unless noted, calls follow the shape of the dose curve; as a rule, active = well fitted curve in the direction sought with a large enough effect; inconclusive = small, poorly fitted or top-dose-only effect, or another doubt; inactive = no such curve, though single readings can be large; an effect the other way counts as inactive or inconclusive.

| Compound | p53 reactivator | PTAP TSG101 blk | TRPV1 agonist | BRCA1 expr up | Integrin act MD | TCR act | MLL CXXC-DNA inh | AT treatment | B2AR arrestin | ELG1 DNA repair |
| --- | --- | --- | --- | --- | --- | --- | --- | --- | --- | --- |
| O=C(Cc1ccc(Cl)cc1)NCCCn1ccnc1 | 2.8% | 3.8% | -4.3 | 3.1% | -13.1% | 5.1% | 14.6% | 5.8% | -0.9% | 2.2% |
| COc1ccc(Cl)cc1NC(=O)CN1C(=O)CCS(=O)(=O)c2ccccc21 | -14.2% | -2.3% | 1.3 | 0.9% | -19.6% | -0.9% | -0.4% | 3.2% | -0.1% | 2.9% |
| CCO[C@H]1OC(C(=O)N2CCCCCCC2)=C[C@@H](c2ccccc2)[C@@H]1CCCO | -3.4% | -3.3% | ? | 10.5% | 4.0% | 3.6% | -11.3% | -14.4% | -0.2% | -1.6% |
| CN1CCC[C@H]1CCNC(=O)c1c(-c2ccsc2)sc2ccccc12 | 1.6% | -1.6% | · | -21.9% | -8.3% | -123.6% | · | 1.3% | 5.3% | 0.3% |
| O=C(CC1Sc2ccccc2NC1=O)NNc1ccc(Cl)cc1Cl (stereo unspecified) | · | -4.7% | · | -58.8% | -18.6% | -3.0% | · | · | · | · |
| CCCOc1ccc(N2C(=O)C3ON(c4ccccc4)C(c4ccc(O)c(OC)c4)C3C2=O)cc1 (stereo unspecified) | -1.7% | -4.2% | 7.9 | -10.8% | -28.1% | -2.8% | 12.1% | · | -1.1% | -0.1% |
| COc1ccc(N2CCN(S(=O)(=O)CCNC(=O)c3ccco3)CC2)cc1 | 2.2% | -1.8% | 1.4 | -25.8% | 18.2% | 2.6% | · | -2.2% | 0.0% | 6.0% |
| COc1ccccc1NC(=O)NC1(C)CCS(=O)(=O)C1 (stereo unspecified) | 4.4% | -1.9% | -0.9 | -8.6% | -12.9% | 4.5% | -7.1% | -13.7% | -0.1% | 13.6% |
| O=c1cc(Nc2ccc3c(c2)OCCO3)[nH]c(=O)n1-c1ccc(Br)cc1 | 10.5% | -0.6% | 0.3 | -8.0% | -13.5% | 3.3%[46.1 µM] | -2.0% | 2.1% | 0.4% | -11.3% |
| CCCN1C(=O)C2(SC(NC(C)=O)=NN2C(C)=O)c2cc(C)cc(C)c21 (stereo unspecified) | 0.8% | -1.8% | -8.7 | 3.9% | 2.4% | -5.3% | -12.3% | 23.1% | 0.1% | 0.0% |
| CCOC(=O)c1ccc(NC(=O)c2ccc(CN3CCOCC3)cc2)cc1 | -15.5% | -1.6% | 20.9 | 0.0% | -16.3% | 0.1% | -2.7% | -1.7% | -0.1% | ? |
| Cc1cccc(-n2c(CCn3nc(C)c([N+](=O)[O-])c3C)n[nH]c2=S)c1 | 4.1% | -5.9% | -2.4 | 0.5% | 20.0% | · | ? | 1.4% | 0.0% | 2.2% |
| O=C(CCNS(=O)(=O)c1ccc(Cl)cc1)Nc1ccncc1 | -3.2% | -2.4% | -0.3 | -2.6% | 6.4% | 2.9% | -0.1% | 6.7% | -0.1% | ? |
| CCOc1ccc(NC(=O)c2ccccc2NS(C)(=O)=O)cc1 | 9.6% | -3.4% | 1.6 | 38.0% | 11.0% | 2.1% | 1.9% | · | 0.3% | ? |
| O=C(NCc1cccc(C(F)(F)F)c1)C1CCCN(c2cnccn2)C1 (stereo unspecified) | -4.0% | -2.5% | 9.3 | 3.0% | 27.0% | -4.5% | -1.7% | -2.7% | -0.4% | -2.8% |
| CC(=O)Nc1ccc(S(=O)(=O)c2ccc([N+](=O)[O-])cc2)cc1 | -0.3% | -4.0% | 24.3 | -25.7% | -52.8%[inhibitor] | -1.8% | 74.8%[activator] | -9.3% | 0.6% | 8.0% |
| COc1ccc(CN2CCNC(=O)C2CC(=O)NC2CCC2)c(OC)c1 (stereo unspecified) | 11.8% | -4.7% | 1.4 | -14.1% | 7.3% | -0.2% | -3.0% | 13.8% | 0.2% | 12.2% |
| O=C(CCCOc1ccc(Cl)cc1Cl)NN1CCOCC1 | -8.0% | -9.8% | 8.0 | -11.4% | -9.6% | 3.4%[46.1 µM] | 4.2% | -5.6% | -1.0% | 18.2% |
| CCC(C)C(=O)Nc1cc(OC)c(OC)cc1C(=O)O (stereo unspecified) | 1.8% | -1.2% | -0.2 | -0.8% | 6.0% | 2.4% | -3.3% | 3.4% | -0.1% | ? |
| N#CC1=C(N)C2=C(N3CCCCC3)CCCC2C1(C#N)C#N (stereo unspecified) | 10.0% | -6.2% | 1.6 | 0.0% | -3.3% | 6.6% | -1.1% | -2.7% | -0.1% | 13.4% |
| O=S1(=O)[C@H]2C[C@@H]3C=C[C@@]2(CN1Cc1ccc(Cl)cc1)O3 | · | · | -0.2 | 0.0% | -8.8% | 0.7% | -0.9% | 2.8% | -1.6% | -6.5% |
| COc1cccc(NC(=O)CN(C)C(=O)c2ccc3ccccc3c2)c1 | -3.1% | -3.5% | 7.7 | -8.1% | -11.2% | -1.4% | 8.9% | -1.4% | -0.2% | -8.1% |
| O=C(Cn1nnc(-c2ccncc2)n1)N(C1CCCCC1)C1CCCCC1 | -2.4% | -2.7% | ? | -21.1% | 10.7% | 2.4% | -5.1% | -1.6% | -0.2% | 2.2% |
| Clc1cc(NC2CCCCC2)ncn1 | 14.5% | -3.9% | -0.1 | 0.5% | -26.6% | 2.5% | -1.7% | 33.7% | 3.5% | 14.0% |
| CC1=CC(c2ccc(Cl)cc2)n2nc(NC(=O)c3ccccc3)nc2N1 (stereo unspecified) | -6.9% | -1.3% | 15.5 | -19.8% | 3.2% | 0.7% | 2.3% | -3.1% | 0.1% | -16.2% |
| O=C(NCCCN1CCCCCC1)c1cc2c(=O)oc3ccccc3c2s1 | -1.6% | -4.7% | -2.1 | -7.7% | -41.1% | 1.3% | 7.4% | 0.1% | -0.3% | 11.0% |
| CC1CCN(CC(=O)c2c[nH]c3ccccc23)CC1 | 19.0% | 1.3% | 2.0 | 6.8% | -18.6% | -2.5% | 24.5% | 4.7% | -0.5% | 21.3% |
| COc1ccc(N2CC(C)Cn3c2nc2c3c(=O)n(CCc3ccccc3)c(=O)n2C)cc1 (stereo unspecified) | -3.1% | -4.5% | -1.6 | 0.2% | 6.3% | -3.4% | 2.7% | 6.1% | -0.1% | -8.8% |
| CCn1c(-c2nonc2NC(=O)c2ccccc2)nc2ccccc21 | 11.0% | -6.0% | -2.7 | -5.2% | 39.7% | -5.2% | 1.3% | 9.4% | -0.1% | -7.7% |
| Cc1ccc(NC(=O)c2cccc(S(=O)(=O)N3CCN(c4ccccc4)CC3)c2)nc1 | 4.5% | -1.2% | 4.3 | -33.4% | -63.4%[inhibitor] | -3.8% | · | 4.0% | -0.1% | ? |
| O=C(O)c1ccc(N2CCCCC2)cc1 | 5.8% | -4.0% | -1.3 | 35.2% | 6.8% | 2.0% | -1.6% | 0.0% | -0.3% | 7.9% |
| CCOc1ccc(/C=N/NC(=O)C2(O)c3ccccc3-c3ccccc32)cc1 | -16.9% | -0.5% | 7.8 | -8.9% | 2.6% | 4.0%[46.1 µM] | -1.0% | 4.8% | 9.9% | 13.4% |
| O=C(N/N=C/c1ccc[nH]1)c1cc2ccccc2cc1O | ? | -7.0% | 2.5 | ? | -4.7% | -1.1% | 0.3% | -13.6% | -1.1% | -23.5% |
| COc1cccc(-c2c(C(=O)N/N=C/c3cccnc3)nnn2-c2nonc2N)c1 | -3.9% | -3.4% | -1.8 | -1.2% | -30.4% | 2.8% | 7.0% | 5.5% | -0.1% | -0.1% |
| O=C(O)c1cccnc1Nc1ccc(Cl)cc1 | 11.6% | -0.5% | -3.0 | ? | 10.6% | 11.6% | 1.0% | 3.4% | 0.1% | ? |
| CC(=O)Nc1cc(-c2nn(C)c(=O)c3ccccc23)ccc1N1CCOCC1 | 0.1% | 0.0% | -5.0 | -26.7% | -24.2% | 4.4% | 9.6% | 1.5% | -0.2% | ? |
| CN(C)C(=O)COC(=O)/C=C/c1ccccc1[N+](=O)[O-] | 16.5% | 0.9% | 1.6 | 6.6% | -14.0% | -7.2% | -19.1% | 2.6% | -0.2% | 13.2% |
| Cn1c(OCc2ccco2)nc2c1c(=O)n(Cc1ccc(Cl)c(Cl)c1)c(=O)n2C | -5.0% | -1.9% | 0.7 | -14.0% | 0.0% | 0.2% | -7.8% | -0.5% | -0.1% | -1.8% |
| Cc1csc(SCCn2c(Br)nc3c2c(=O)[nH]c(=O)n3C)n1 | -14.2% | -7.2% | 2.8 | -4.2% | 6.3% | -4.2% | -1.4% | -2.7% | -0.2% | 11.4% |
| O=C(CCC1CCCC1)NCc1ccccn1 | 8.7% | -6.2% | 15.2 | 1.2% | 0.9% | 3.1% | -6.8% | · | -0.2% | 16.2% |
| Cc1cccc(NC(=S)N(CCN(C)C)Cc2cc3cc(C)cc(C)c3[nH]c2=O)c1 | -20.1% | -6.6% | 3.6 | -37.6% | 10.8% | -2.3%[46.1 µM] | -5.9% | 1.7% | -0.2% | ? |
